Screening data: PubChem BioAssay, The Scripps Research Institute Molecular Screening Center
GBA enhancer = glucocerebrosidase activity enhancement; L444P Gaucher fibroblasts, 4-MU-glucoside fluorescence, 3 days; AID 784; 30,000 tested, 0.44% active; activation, % at 10 µM; in the data active means activation above about 65%;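 further: 0% = vehicle wells and 100% = positive control wells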
Target sequence (P04062 whole entry L483P): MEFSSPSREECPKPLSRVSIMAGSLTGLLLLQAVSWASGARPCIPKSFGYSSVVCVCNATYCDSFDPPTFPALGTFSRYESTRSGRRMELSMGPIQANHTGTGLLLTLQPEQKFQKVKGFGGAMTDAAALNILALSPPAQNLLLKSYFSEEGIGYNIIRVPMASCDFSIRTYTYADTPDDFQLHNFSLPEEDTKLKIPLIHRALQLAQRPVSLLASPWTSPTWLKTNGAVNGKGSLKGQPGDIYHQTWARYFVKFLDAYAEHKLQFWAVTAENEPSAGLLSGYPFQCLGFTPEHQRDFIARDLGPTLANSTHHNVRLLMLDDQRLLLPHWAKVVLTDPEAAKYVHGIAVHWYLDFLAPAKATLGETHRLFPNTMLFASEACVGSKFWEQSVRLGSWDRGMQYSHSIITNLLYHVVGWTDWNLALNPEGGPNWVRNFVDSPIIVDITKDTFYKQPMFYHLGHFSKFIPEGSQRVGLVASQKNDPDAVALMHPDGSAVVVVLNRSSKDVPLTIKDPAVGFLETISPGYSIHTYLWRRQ
* = called active by the depositor.

SMILES	GBA enhancer
COc1ccc(OCc2cccc(C(=O)O)c2)cc1	0
O=C(Cn1c(=O)oc2ccccc21)Nc1ccc(S(=O)(=O)N2CCCCC2)cc1	-25
CN1CCN(c2ncnc3c2cnn3-c2ccc(Cl)cc2)CC1	1
O=C(c1cccn2c(=O)c3ccccc3nc12)N1CCN(Cc2ccc3c(c2)OCO3)CC1	-6
CCC(C)(C)NC(=O)C(c1cccn1C)N(C(=O)Cn1nnc2ccccc21)c1ccccc1OC (stereo not given)	-10
O=C(Nc1ccc(N2CCCCC2)cc1)c1cccnc1	27
Cc1c(C(=O)N2CCCCC2)oc2ccc(S(=O)(=O)N3CC(C)CC(C)C3)cc12 (stereo not given)	-3
O=C(NC1=NCCS1)c1ccc(Cl)s1	-10
COc1ccc(-c2noc(CSc3nnc(-c4ccncc4)n3-c3ccc(F)cc3)n2)cc1OC	-21
Cn1cc(S(=O)(=O)CC(=O)N2CCCc3ccccc32)c2ccccc21	-4
C=CCOc1ccc(C2NC(=O)NC(C)=C2C(=O)OC)cc1 (stereo not given)	-16
CCOc1ccc(CCNC(=O)C(C)n2nc(C)n3c(cc4occc43)c2=O)cc1OCC (stereo not given)	-9

Shown with bars between the fields: 4 of the compounds above.
canonical_smiles | GBA enhancer
COc1ccc(-c2noc(CSc3nnc(-c4ccncc4)n3-c3ccc(F)cc3)n2)cc1OC | -21
Cn1cc(S(=O)(=O)CC(=O)N2CCCc3ccccc32)c2ccccc21 | -4
C=CCOc1ccc(C2NC(=O)NC(C)=C2C(=O)OC)cc1 (stereo not given) | -16
CCOc1ccc(CCNC(=O)C(C)n2nc(C)n3c(cc4occc43)c2=O)cc1OCC (stereo not given) | -9

Back to the main list with the three entries that preceded the break.
SMILES	GBA enhancer
Cn1cc(S(=O)(=O)CC(=O)N2CCCc3ccccc32)c2ccccc21	-4
C=CCOc1ccc(C2NC(=O)NC(C)=C2C(=O)OC)cc1 (stereo not given)	-16
CCOc1ccc(CCNC(=O)C(C)n2nc(C)n3c(cc4occc43)c2=O)cc1OCC (stereo not given)	-9
COC(=O)c1[nH]c2ccc(F)cc2c1NC(=O)CCN1CCN(Cc2ccc3c(c2)OCO3)CC1	-21
CC(=O)Nc1cc(C(=O)O)ccc1S(=O)(=O)c1ccc(C)cc1	-2
CC1CN(S(=O)(=O)c2ccc(NC(=O)CCN3C(=O)c4ccccc4C3=O)cc2)CC(C)O1 (stereo not given)	-39
CN(C)S(=O)(=O)c1ccc(C(=O)Nc2ccc(CN3CCCC3)cc2)cc1	-35
CCC(C)n1[nH]c(=O)c2c(C)cc(C)nc21 (stereo not given)	-29
Nc1nc(-c2ccco2)nn1C(=O)CCc1ccccc1	-15
O=C(CSc1nnnn1-c1ccc2c(c1)OCCO2)Nc1nc2c(s1)CCCC2	-1
CCOC(=O)c1[nH]c(C)c(/C(O)=C2\C(=O)C(=O)N(CCCN3CCOCC3)C2c2cccnc2)c1C (stereo not given)	8
O=C(NCCSCc1ccco1)Nc1ccc(Cl)cc1	-7
COc1ccccc1N1CCN(C2=NS(=O)(=O)c3ccccc32)CC1	-10
CC(C)C(c1nnnn1C(C)(C)C)N1CCN(c2cccc(Cl)c2)CC1 (stereo not given)	-18
COC(=O)c1ccccc1NC(=O)C1CCCN(S(=O)(=O)c2ccc(F)cc2)C1 (stereo not given)	-41
Cc1ccc(-n2c(=O)[nH]cc(C(=O)Nc3ccc4c(c3)OCCO4)c2=O)cc1	-10
Cc1nnc(SCCn2c(N3CCCCC3)nc3c2c(=O)n(C)c(=O)n3C)s1	-8
CC(C)OC(=O)C1C2C=CC3(CN(Cc4cccs4)C(=O)C13)O2 (stereo not given)	-9
COc1ccc(S(=O)(=O)Nc2c(C)ccc3nsnc23)cc1OC	-2
CCOc1ccc(/C=C\C(C)=N\O)cc1	4
Cc1nnc(N(C)C(=O)c2cccnc2)s1	-11
O=C(CN(Cc1ccco1)C(=O)CNS(=O)(=O)c1ccc(F)cc1)NCc1ccc(F)cc1	8
Cc1occc1C(=O)Nc1sc2c(c1C(N)=O)CCCCC2	-5
Cc1ccc(CNC(=O)Cn2c(=O)oc3ccccc32)o1	-32
COc1cc(OC)c(C2C(C(=O)Nc3ccc(C)cc3C)=C(C)Nc3ncnn32)cc1OC (stereo not given)	-19
O=S(=O)(NCc1ccco1)c1ccc2c(c1)Cc1ccccc1-2	-15
Cc1cccc(NC(=O)Cn2c(=O)n3nc(CCn4nc(C)cc4C)nc3c3ccccc32)c1	13

Taken from above:
Result of O=C(CN(Cc1ccco1)C(=O)CNS(=O)(=O)c1ccc(F)cc1)NCc1ccc(F)cc1 under GBA enhancer: 8
Result of Cc1occc1C(=O)Nc1sc2c(c1C(N)=O)CCCCC2 under GBA enhancer: -5

New compounds follow:
SMILES	GBA enhancer
CC(Oc1ccc(Cl)cc1Cl)C(=O)NCc1ccncc1 (stereo not given)	-1
CCCS(=O)(=O)N1CCC(C(=O)NCCCN2CCCC2=O)CC1	-16
CCOCC(=O)NCc1ccc2c(c1)OCO2	-13
COc1ccc2nc(NC(=O)CCn3cccc3)sc2c1	-9
CCN(CC)C(=O)c1cc2cc(Br)ccc2oc1=O	8
Cc1ccnc(NC(=O)CCC(=O)N(CC(=O)NC2CCCCC2)c2cccc(C)c2C)c1	-6
Nc1c(S(=O)(=O)c2cccs2)c2nc3ccccc3nc2n1/N=C/c1cccc(O)c1	-2
O=C(NCCN1CCOCC1)c1ccc(-c2ccccc2)cc1	15
COc1cc(NC(=O)C2CCCCC2)c(OC)cc1NC(=O)CN1CCCCC1	-18
CC1C/C=C/C=C/C=C/C=C/C(O[C@@H]2O[C@H](C)[C@@H](O)[C@H](N)[C@@H]2O)CC2OC(O)(CC(O)CC3OC3/C=C/C(=O)O1)CC(O)C2C(=O)O (stereo not given in full)	-4
O=c1cc(N2CCC(Cc3ccccc3)CC2)[nH]c(=O)n1C1CCCCC1	-24
Cc1cccc(NC(=O)CSc2nc3c(c(=O)[nH]2)CCC3)c1C	-13
Cc1onc(-c2ccccc2Cl)c1C(=O)OCC(=O)c1ccc2c(c1)OCCO2	-2
CCOCCCNC(=O)C1CCCCN1S(=O)(=O)c1ccc(F)cc1 (stereo not given)	58
COCCNC(=O)C(c1ccc(C)o1)N(Cc1cccs1)C(=O)c1snc(C(N)=O)c1N (stereo not given)	0
Cc1cc2cc(CNC(=O)Nc3ccccc3)ccc2n1C	-60
O=C(CSc1nc(N2CCCCC2)nc(N2CCCCC2)n1)Nc1nccs1	-56
COc1cc(Cl)cc(C2NC(=O)NC(C)=C2C(=O)NCc2ccccc2)c1O (stereo not given)	1
Cc1cc(O)cc(O)c1-c1onc(C(F)(F)F)c1-c1cscn1	13
CN(c1ccccc1)S(=O)(=O)c1cc(C(=O)c2nccn2C)ccc1Cl	-10
O=C(OCn1nnc2ccccc2c1=O)c1ccc(Br)o1	-4
COc1cc(Cn2c(=O)oc3ccc(C)cc32)ccc1OC(C)C	-24
NC(=O)C1CCN(C(=O)C2c3ccccc3C(=O)N3CCc4ccccc4C23)CC1 (stereo not given)	-23
CCN1C(=O)c2cccc3c(S(=O)(=O)Nc4ccccc4OC)ccc1c23	-20
COCCNC(=O)C(c1ccc(O)cc1)N(Cc1ccco1)C(=O)CCC(=O)Nc1nccs1 (stereo not given)	11
CC(c1ccco1)N(C(=O)CSc1ccc(Br)cc1)c1ccccn1 (stereo not given)	0
Cc1ccc(-c2c(C)n([O-])c3c([n+]2=O)CCC3)o1	-40
O=C(NCCN1CCOCC1)c1cc2sccc2n1Cc1ccc(Cl)cc1	-32
COc1ccc(C(c2nnnn2C2CCCC2)N2CCC(C(N)=O)CC2)c(OC)c1 (stereo not given)	-36
Cc1ccccc1-c1nnc(SCC(=O)NC2CCCCC2)o1	-7
NC(=O)C1CCN(C2CC(=O)N(c3cccc(F)c3)C2=O)CC1 (stereo not given)	-35
COc1ccc(Br)cc1CNC(=O)C1CCN(S(=O)(=O)N2CCCC2)CC1	-51
CC(=O)C(Sc1nc(NC(C)(C)C)nc(N(C)C)n1)C(C)=O	-9
COc1ccc(CC(=O)NCc2ccccc2Cl)cc1S(=O)(=O)N1CCOCC1	-23
NC1=NCc2ccccc21	6
CCSc1nc(C)nc2c1oc1ccccc12	-18
CN1CCN(S(=O)(=O)c2ccc(NC(=O)c3ccc(F)cc3)cc2)CC1	-10
COC(=O)c1ccc(C2CC(=O)NC3=C2C(=O)CCC3)cc1 (stereo not given)	-55
Cc1ccc2cc(CN(Cc3nnnn3Cc3ccco3)CC3CCCO3)c(=O)[nH]c2c1C (stereo not given)	-14
CCN(CC)S(=O)(=O)c1cccc(C(=O)Nc2ccccc2C(=O)N2CCOCC2)c1	-16
Cc1nnc2sc(-c3ccc(NC(=O)c4ccc(-c5ccc(Br)cc5)o4)cc3)nn12	-22
CCOC(=O)c1cc(C(C)(C)C)oc1CN	4
COc1cccc(NC(=O)CN2CCN(c3ccc(F)cc3)CC2)c1	53
COC(=O)CNC(=O)Cn1ccc2ccccc2c1=O	5
O=C(NCCN1CCCCC1)Nc1ccc(F)c(Cl)c1	-15
Cc1cc(C)n(CCc2nc3c4ccccc4n(CC(=O)Nc4ccc(Cl)cc4F)c(=O)n3n2)n1	19
Cn1c(=O)[nH]c(=O)c2[nH]c(CN3CCN(C(=O)c4ccco4)CC3)nc21	-18
Cc1ccc(C)c(NC(=O)CNS(=O)(=O)c2ccccc2)c1	18
COc1cc(OC)c(NC(=O)CCNS(=O)(=O)c2cc(Br)cnc2N)cc1Cl	11
CC(C)N1CC(O)=C(c2ccccc2)C1=N	9
O=C(Cn1nc(-c2ccc(Cl)cc2)ccc1=O)NCCCN1CCN(Cc2ccccc2)CC1	-54
Cc1ccc(C(C)C)c(OCC(=O)Nc2ccccc2N2CCN(C)CC2)c1	-80
CCN(CC)CCN1C(=O)c2oc3ccccc3c(=O)c2C1c1ccc(F)cc1 (stereo not given)	-26
O=C1c2ccccc2C(=O)N1CC(O)COCc1ccccc1 (stereo not given)	-24
O=C(NCc1ccccc1)c1c[nH]c2ccc(S(=O)(=O)Nc3ccc4c(c3)OCCO4)cc2c1=O	-38
COc1ccc(S(=O)(=O)N2CCOCC2)cc1C(=O)Nc1nc2ccccc2s1	8
O=C(CN(c1ccccc1)S(=O)(=O)c1ccc(F)cc1)N1CCCCCC1	-15
Cc1cc(NC(=O)c2cc(CC(C)C)on2)n(-c2ccccc2)n1	6
FC(F)(F)C(Oc1nc(NC2CCCCC2)nc(N2CCOCC2)n1)C(F)(F)F	5
O=C1C2C3C=CC(C3)C2C(=O)N1Cc1ccccc1 (stereo not given)	3
Remaining list, next part.
SMILES	GBA enhancer
O=C(NCc1ccco1)c1cccs1	-14
C=CCN1C(=O)N(/C=C/C)c2cccc3cccc1c23	-12
Cc1ccc(S(=O)(=O)Nc2ccc3nc(-c4cccn4C)[nH]c3c2)cc1	0
COc1ccc(CC(C(=O)Nc2cc(C)ccc2C)/C(N)=N/O)cc1 (stereo not given)	-23
COc1cc2c(cc1NC(=O)c1cncc(Br)c1)oc1ccccc12	-13
CN(C(=O)c1ccno1)c1nnc(-c2cccnc2)s1	-13
CCOCC(O)CS(=O)Cc1ccccc1 (stereo not given)	-9
O=C(NCCC1=CCCCC1)C1CCN(Cc2cnn(-c3ccccc3)c2-n2cccc2)CC1	-22
CN(C)c1ccc(NC(=O)CSc2nc3ccccc3c(=O)n2C2CCCCC2)cc1	6
COc1cccc(-c2nnc(SCC(=O)N3CCCc4ccccc43)o2)c1	-32
Cn1c(-c2ccccc2)cnc1SCC(=O)NCc1ccco1	-6
c1ccc(-c2csc(N3CCCCCC3)n2)cc1	6

Random excerpt: 4 entries already listed.
SMILES	GBA enhancer
CC(=O)Nc1cc(C(=O)O)ccc1S(=O)(=O)c1ccc(C)cc1	-2
Cc1onc(-c2ccccc2Cl)c1C(=O)OCC(=O)c1ccc2c(c1)OCCO2	-2
O=C(OCn1nnc2ccccc2c1=O)c1ccc(Br)o1	-4
Nc1c(S(=O)(=O)c2cccs2)c2nc3ccccc3nc2n1/N=C/c1cccc(O)c1	-2

Next entries:
SMILES	GBA enhancer
CCCn1c(SCC(=O)Nc2ccccc2N2CCCCC2)nc2c1c(=O)n(C)c(=O)n2C	16
Cc1noc(C)c1CSc1nc2ccccc2s1	-22
CCOC(=O)c1c(NC(N)=O)sc(C)c1C	4
CCc1ccccc1Nc1nc(N)nc(CSCC(=O)c2cc(C)n(C)c2C)n1	-25
c1cnc(NCCNc2ncccn2)nc1	0
COC(=O)c1cccc(NC(=O)c2cc3sccc3n2C)c1	4
CCc1ccccc1N(CC)C(=O)CCc1nc(-c2ccc(C)cc2)no1	-10
COc1ccc(-c2noc(CCC(=O)NCCN3CCN(c4ccccc4F)CC3)n2)cc1	-60
CC(C)(C)C1CCC2(CC1)NC(CO)(CO)CO2 (stereo not given)	-6
CCc1ccc(NC(=O)c2cc(CC(C)C)on2)cc1	-7
Cn1c(C(F)(F)F)nc2c(=O)oc3ccccc3c21	2
COc1cc(S(=O)(=O)N2CCOCC2)ccc1F	-11
CCN(CCO)Cc1cc(=O)oc2c(C)c(C)ccc12	-24
CCn1nnnc1-c1ccc(OC)c(S(=O)(=O)Nc2ccc(OC)cc2)c1	-3
Cc1c(C(=O)NC(C)c2ccncc2)oc2ccccc12 (stereo not given)	-37
Cc1ccccc1N1OC2C(=O)N(c3ccc(F)cc3)C(=O)C2C1c1ccccn1 (stereo not given)	-24
CCc1nnc(SCC(=O)NC2CCCCC2)nc1CC	-10
Cc1cc2ccccn2c1C(=O)c1ccncc1	-19
CCCCCCn1c(N2CCC(C(N)=O)CC2)nc2c1c(=O)n(C)c(=O)n2C	-6
Cc1ccc(N(CC(=O)NC2CCCC2)C(=O)CCCC(=O)Nc2ccccn2)cc1C	9
CC1(C)CC(=O)C2=C(C1)OC(N)=C(C#N)C2CCc1ccccc1 (stereo not given)	5
COc1ccc(CCNC(=O)NC2CCCCC2)cc1OC	-19
C=CCOc1nc(N2CCCC2)nc(N2CCCC2)n1	-26
CC(=O)c1c(C)[nH]c(C(=O)OCC(=O)NCCc2ccc(F)cc2)c1C	-5
CCCc1[nH]nc2c1C(Cc1ccccc1)C(C#N)=C(N)O2 (stereo not given)	3
O=C(O)c1[nH]c2ccc(Cl)cc2c1CC(=O)N1CCN(c2ccccc2)CC1	-10
CC(C)NC(=O)CSc1nnc(-c2ccc(C(C)(C)C)cc2)n1C	5
CCn1c(SCC(=O)O)nnc1-c1ccccc1	-3
CCCn1c2c(c(O)c(C(=O)Nc3ccccn3)c1=O)CCCC2	-18

An excerpt; rates above refer to the full screens.
